Bioassay records: PubChem BioAssay, National Center for Advancing Translational Sciences (NCATS)
Peg3 imprint = qHTS Assay for Compounds that Induce Erasure of Genomic Imprints | AID 1948, 2009 | 110,000 compounds, 0.02% hits | Potency, µM (highest dose often 60.7 µM), without a hit: at the top dose activity change, positive = activation, actives largely listed as activators | mouse ES Peg3-LacZ reporter, beta-gal luminescence, 40 h;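 further: 0% = negative control wells on the plate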
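Readout: BetaGlo luminescence (5 min, room temp) for LacZ from the normally silent maternal Peg3 allele in female Peg3LacZ-Neo ES cells. Cells 300/well, 40 h, 37C, 5% CO2. Data normalized per plate to negative controls.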
p53ts 39C tox = qHTS Screen for Compounds that Selectively Target Cancer Cells with p53 Mutations: Cytotoxicity of p53ts Cells at the Nonpermissive Temperature; H1299-p53A138V viability at 39C, ATP luminescence, 24 h; Potency, µM (highest dose often 46.1 µM), without a hit: at the top dose activity change, negative = cell killing, most hits filed as cytotoxic; 130,000 compounds, 1.5% hits; AID 902, 2007; further: nearly all actives have a fitted effect of over 55% in size
IkB signaling = IkB Signaling; AID 445, 2006; 110,000 compounds, 0.04% hits; ABC-DLBCL IkBa-CBG/CBR dual luciferase ratio, 4 h; response scale: scaled: untreated 0%, proteasome inhibitor 100%; Potency, µM (doses to about 57.1 µM), for the others: at the top dose IkBa stabilization activation; active means well fitted curve in the direction sought with a large enough effect in the signal ratio, not every such curve was filed as active; inconclusive means small, poorly fitted or top-dose-only effect, or a change in a side signal; the % refers to the signal ratio;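 further: the direction sought is a rising ratio; 0% = basal untreated cells and 100% = reference inhibitor full response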
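In this assay, an IκBα–CBG68 fusion accumulates when IKK-driven degradation is blocked; native CBR normalizes for cell number. OCI-Ly3 cells were treated 4 h with compound and doxycycline, then green and red light read after Chroma-Glo addition.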
p53ts 32C tox = qHTS Screen for Compounds that Selectively Target Cancer Cells with p53 Mutations: Cytotoxicity of p53ts Cells at the Permissive Temperature. 130,000 compounds, 0.93% hits. H1299-p53A138V at 32C, ATP luminescence viability, 24 h. Potency, µM (titrated, usually from 46.1 µM), inactives show top-dose activity change, negative = cytotoxicity, actives largely listed as cytotoxic;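 further: 0% = DMSO and -100% = full killing by reference compound; nearly all actives have a fitted effect of over 55% in size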
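H1299-p53 A138V cells (temperature-sensitive p53) exposed 24 h to up to 46 uM compound at 32C, where p53 is wild-type in conformation. Viability read as ATP luminescence and normalised to DMSO and 100 uM tamoxifen. AC50 fitted with the Hill equation.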
An asterisk follows results filed as active; ? = inconclusive; nt = no result given; & = joins results of further samples; [ ] = another dose, or the depositor's remark. Unless noted, the call rests on the fitted dose curve; in most records, active means well fitted curve in the direction sought with a large enough effect; inconclusive means small, poorly fitted or top-dose-only effect, or another doubt; inactive means no such curve, though single readings can be large; an effect the other way counts as inactive or inconclusive. Unless noted, on the % scale 0 is the no-effect control and ±100 the full control effect; potency means the concentration at half of the fitted maximal effect. The order is random. Share with any hit: about 1.7%.

SMILES	Peg3 imprint	p53ts 39C tox	IkB signaling	p53ts 32C tox
N#Cc1c(-n2cccc2/C=N/O)sc2c1CCCC2	-3.7%	6.1%	?	6.1%
CCCSC1=NC2(CCN(C(=O)NC3CCCCC3)CC2)N=C1c1ccc(C)cc1	5.4%[10.9 µM]	-22.6%	0.2%	-0.8%
NC(=O)c1ccc(NC(=O)CCCc2nc(-c3ccccc3Cl)no2)cc1	-12.9%	-1.3%	-1.4%	0.2%
CCCCNc1nc(N(C)c2ccccc2)nc(-n2ccnc2)n1	-25.1%	11.1%	?	21.8%
Nc1ncnc2c1ncn2[C@@H]1CCCO1	nt	13.4%	6.4%	33.7%[activator]
COc1ccc2noc3c2c1C(=O)c1ccccc1-3	-64.5%[inhibitor]	-14.9%	?	12.6µM*
Cc1cc(F)ccc1S(=O)(=O)Nc1ccc2c(c1)CCCN2C(=O)c1cccs1	-6.5%[10.9 µM]	-8.1%	?	19.1%
COc1cccc(-n2c(SC3CCOC3=O)nc3ccccc3c2=O)c1 (stereo not drawn)	-0.6%	11.4%	-1.0%	4.7%
CC(=O)Nc1ccc(S(=O)(=O)NC(CC(=O)N(C)Cc2ccccc2)C(C)C)cc1 (stereo not drawn)	nt	-2.3%	nt	-0.2%
CCOC(=O)Cn1c(=O)c2c(nc(N3CCCCC3)n2Cc2ccccc2)n(C)c1=O	-4.1%	13.7%	?	19.5%
O=C(O)CSCCc1ccccc1	-4.0%[10.9 µM]	5.4%[9.22 µM]	-0.1%[11.4 µM]	1.6%[9.22 µM]
COc1ccc(C)cc1NCc1nnc2n1CCCCC2	10.4%[10.9 µM]	-7.8%	-0.5%	-10.1%
O=c1oc2c(CN3CCCC3)c(O)ccc2cc1-c1ccccc1	-6.0%[10.9 µM]	-12.2%	-4.4%	-7.1%
COCc1cc(C)nc2sc3c(c12)NC(c1ccc(NC(C)=O)cc1)N(c1ccc(C)cc1)C3=O (stereo not drawn)	15.0%[10.9 µM]	-12.2%	-0.7%	6.9%
CCN1C(=O)CC(C(=O)Nc2ccc(OC)cc2)SC1=Nc1ccc(C)c(C)c1 (stereo not drawn)	-11.6%[10.9 µM]	-19.4%	2.9%	-17.8%

11 structures already listed, arranged by count of non-hydrogen atoms, largest number first:
SMILES	Peg3 imprint	p53ts 39C tox	IkB signaling	p53ts 32C tox
COCc1cc(C)nc2sc3c(c12)NC(c1ccc(NC(C)=O)cc1)N(c1ccc(C)cc1)C3=O (stereo not drawn)	15.0%[10.9 µM]	-12.2%	-0.7%	6.9%
CCOC(=O)Cn1c(=O)c2c(nc(N3CCCCC3)n2Cc2ccccc2)n(C)c1=O	-4.1%	13.7%	?	19.5%
CCCSC1=NC2(CCN(C(=O)NC3CCCCC3)CC2)N=C1c1ccc(C)cc1	5.4%[10.9 µM]	-22.6%	0.2%	-0.8%
CCN1C(=O)CC(C(=O)Nc2ccc(OC)cc2)SC1=Nc1ccc(C)c(C)c1 (stereo not drawn)	-11.6%[10.9 µM]	-19.4%	2.9%	-17.8%
NC(=O)c1ccc(NC(=O)CCCc2nc(-c3ccccc3Cl)no2)cc1	-12.9%	-1.3%	-1.4%	0.2%
COc1cccc(-n2c(SC3CCOC3=O)nc3ccccc3c2=O)c1 (stereo not drawn)	-0.6%	11.4%	-1.0%	4.7%
CCCCNc1nc(N(C)c2ccccc2)nc(-n2ccnc2)n1	-25.1%	11.1%	?	21.8%
COc1ccc(C)cc1NCc1nnc2n1CCCCC2	10.4%[10.9 µM]	-7.8%	-0.5%	-10.1%
COc1ccc2noc3c2c1C(=O)c1ccccc1-3	-64.5%[inhibitor]	-14.9%	?	12.6µM*
Nc1ncnc2c1ncn2[C@@H]1CCCO1	nt	13.4%	6.4%	33.7%[activator]
O=C(O)CSCCc1ccccc1	-4.0%[10.9 µM]	5.4%[9.22 µM]	-0.1%[11.4 µM]	1.6%[9.22 µM]

More entries.
SMILES	Peg3 imprint	p53ts 39C tox	IkB signaling	p53ts 32C tox
CCOC(=O)CCN1CCN(C(=O)c2ccc(-n3c(=O)c(=O)[nH]c4ccccc43)cc2)CC1	nt	11.4%	nt	-4.5%
CCOC(=O)C1=C(C)NC(=O)NC1c1ccc(OC)c(CN2CCOCC2)c1 (stereo not drawn)	-13.5%	7.4%	-1.8%	2.6%
Oc1ccc(N2CCN(C(c3cccnc3)c3nnnn3Cc3ccccc3)CC2)cc1 (stereo not drawn)	-17.7%	-4.3%	-1.4%	-0.5%
O=C(Cn1nnc(-c2ccccc2)n1)NCc1cccs1	-9.2%	2.0%	-0.1%	0.1%
CCOc1ccc(N2C(=O)CC(N3CCN(C(=O)c4ccco4)CC3)C2=O)cc1 (stereo not drawn)	nt	0.1%	nt	3.1%
CC(c1ccco1)N(C(=O)Nc1ccc(Cl)cc1)c1ccccn1 (stereo not drawn)	-10.1%	-11.3%	0.1%	2.5%
Cc1cc(Nc2ccc(C)c(C)c2)n2nc(C)nc2n1	-12.0%	6.0%	2.0%	-24.5%
O=C(CN1C(=O)c2ccccc2S1(=O)=O)NC1CC2CCC1C2 (stereo not drawn)	-3.1%	2.9%	-5.0%	-8.1%
Cc1ccc(-c2nnc(Nc3ccccc3)o2)cc1	-91.5%[inhibitor]	3.16µM*	?	3.16µM*
COc1ccc(S(=O)(=O)Nc2ccc3c(c2)COC3=O)cc1OC	-12.8%	3.8%	1.0%	-5.2%
CC(=O)N1CCc2cc(S(=O)(=O)NCCCN3CCN(Cc4ccccc4)CC3)ccc21	-26.2%	-17.2%	-0.2%	-4.8%
O=C(CN(Cc1cccs1)C(=O)c1csnn1)NC1CCCC1	nt	1.9%	nt	2.2%
CCCc1nc2ccc(NC(=O)c3ccco3)cc2c(=O)n1Cc1ccccc1Cl	nt	-2.8%	nt	-2.8%
O=C(CCCCCn1c(=O)[nH]c2ccccc2c1=O)N1CCN(c2cccc(C(F)(F)F)c2)CC1	-13.2%[10.9 µM]	?	?	?
COc1c2ccoc2nc2c(OC)c(OCC(O)C(C)(C)O)ccc12 (stereo not drawn)	3.1%&-4.3%&-7.1%	-18.5%	-3.5%	-6.4%
CCC(=O)O[C@@]1(C(=O)CCl)[C@@H](C)C[C@@H]2[C@H]3CCC4=CC(=O)C=C[C@@]4(C)[C@]3(F)[C@@H](O)C[C@@]21C	-7.4%[16.8 µM]	3.3%[20.6 µM]	?	13.4%[20.6 µM]
CCCN(C(=O)c1cc2c(=O)oc3ccccc3c2s1)c1ccccc1C	-7.5%[10.9 µM]	-13.2%	?	1.3%
COc1ccc2nc(Nc3nc(C)c(CCC(C)C)c(=O)[nH]3)nc(C)c2c1	-9.1%	12.5%	6.1%	17.9%
COc1ccc(OC)c(NC(=O)CCN2CCCCCC2)c1	nt	16.1%	nt	6.0%
O=C(NCc1ccc2c(c1)OCO2)C1CCCN1C(=O)Nc1cccc(Cl)c1 (stereo not drawn)	-5.3%	-7.4%	0.9%	-0.4%
CC1CCN(C(=O)CSc2nc3cccnc3n2C)CC1	-13.8%	5.4%	2.2%	2.5%
CCN(Cc1ccccc1)Cc1c(O)ccc2c(=O)c(-c3ccc(Cl)cc3Cl)coc12	-9.4%[10.9 µM]	-12.0%	1.8%	-1.6%
CCc1nc(NCc2ccccn2)c2oc3ccccc3c2n1	-9.3%	-3.8%	?	-2.7%
Cc1ccn2c(=O)cc(COc3ccc(NC(=O)C(C)(C)C)cc3)nc2c1	20.1%[10.9 µM]	12.7%	-0.6%	4.8%
Cc1nn2c3ccccc3n(CCN3CCCCC3)c2nc1=O	nt	19.4%	nt	15.0%
N#Cc1nc(COc2ccccc2)oc1NCCN1CCOCC1	-5.5%	-5.7%	3.9%	-8.5%
CCOC(=O)c1ccc(NC(=O)c2oc3c(c2C)-c2nn(Cc4ccccc4Cl)cc2CC3)cc1	-7.8%[10.9 µM]	-13.5%	?	-4.8%
CCOC(=O)C1CCCN(c2ncnc3c2cnn3-c2ccc(OC)cc2)C1 (stereo not drawn)	-90.2%[inhibitor]	-10.5%	-2.9%	-14.4%
O=C(Cn1c(-c2ccccc2)noc1=O)Nc1ccc(S(=O)(=O)N2CCOCC2)cc1	-3.3%	2.2%	-0.4%	17.1%
COc1ccc2c(c1)[nH]c1c(=O)n(CCN3CCCC3)cnc12	2.2%	9.2%	0.3%	-10.2%
Cc1ccc(S(=O)(=O)NC(=O)Nc2c(C)n(C)n(-c3ccccc3)c2=O)cc1	-0.7%	0.9%	1.1%	6.5%
CCOCCCNC(=O)CS(=O)(=O)Cc1nc(-c2cccc(OC)c2)oc1C	-18.4%	-6.6%	-0.9%	-2.3%
CCCCc1ccc(-c2ccc(C)cc2O)nc1	-27.3%	?	16.7%	12.6µM*
Cc1ccc(NC(=O)N2CCC(C(N)=O)CC2)cc1	-15.3%	11.8%	-1.5%	0.8%
CCc1ccc(OCC(=O)NCC(c2ccc(Cl)cc2)N2CCOCC2)cc1 (stereo not drawn)	-14.1%[10.9 µM]	-14.6%	0.6%	1.9%
CCOc1ccccc1NC(=O)Cn1c(=O)n(-c2ccc(F)cc2)c(=O)c2sc3ccccc3c21	13.4%[10.9 µM]	-18.3%	?	-7.0%
CCOC(=O)C1=C(C)NC(=O)C(C(N)=O)C1c1ccccc1 (stereo not drawn)	6.9%	10.1%	1.1%	-0.8%
CC1(C)NC(=O)N(CCCOc2ccc3c(c2)CCC3)C1=O	-23.5%	-6.4%	1.1%	1.0%
NCC[C@H]1CCC[C@H](CCN)N1	nt	-12.8%	5.6%	19.9%
CCOCCCN(C(=O)c1ccco1)C(C(=O)NC1CCCC1)c1cccc(OC)c1OC (stereo not drawn)	-3.2%	0.2%	1.2%	2.7%
COc1ccc(CN2CCCCC2C)c(C)c1C (stereo not drawn)	-11.3%	-6.3%	1.1%	6.3%
O=C(COC(=O)c1cccc(NC(=O)c2ccco2)c1)c1ccc(Br)cc1	-95.7%[inhibitor]	0.7%	?	19.1%
CCn1c(=O)cc(OCC(=O)Nc2ccc(C)c(F)c2)c2ccccc21	-6.8%[10.9 µM]	-27.5%	-1.1%	3.9%
Cn1cnnc1SCC(=O)c1c[nH]c2ccccc12	-67.7%[inhibitor]	-11.1%	-0.6%	5.7%
COc1cc2c(cc1OC)C1C(=O)c3c(cc4c(c3O)C=CC(C)(C)O4)OC1CO2 (stereo not drawn)	-24.9%	4.6%	nt	4.0%
Cc1ccc(S(=O)(=O)CC(C)N2CCN(C3CCCCC3)CC2)cc1 (stereo not drawn)	nt	18.7%	nt	10.7%
CCOC(=O)c1cc2c(=O)n3cccc(C)c3nc2n(CC2CCCO2)c1=NC(C)=O (stereo not drawn)	6.2%	1.0%	-2.0%	-14.1%
COc1ccc(-c2nn3c(-c4ccc(F)cc4)nnc3s2)cc1	16.0%	-3.0%	1.1%	5.0%
CN[C@@H](CC(C)C)C(=O)N[C@@H]1C(=O)N[C@H](CC(N)=O)C(=O)N[C@H]2C(=O)N[C@H]3C(=O)N[C@H](C(=O)N[C@H](C(=O)O)c4cc(O)cc(O)c4-c4cc3ccc4O)[C@H](O)c3ccc(c(Cl)c3)Oc3cc2cc(c3O[C@@H]2O[C@@H](CO)[C@@H](O)[C@@H](O)[C@H]2O[C@H]2C[C@](C)(N)[C@H](O)[C@H](C)O2)Oc2ccc(cc2Cl)[C@@H]1O	nt	-10.9%	0.9%	26.4%
